beta cell repl – MIN6 beta-cell proliferation induction | MIN6 cells proliferation, ATPlite luminescence, 48 h; cells starved in 0.2% serum; 100% = growth in 10% serum | proliferation, % at 10 µM | 330,000 compounds, 0.29% hits | AID 2380;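 active means compounds whose signal lies at least 3.5 SD above the mean of all wells on their plate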;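 further: 0% = DMSO-treated cells in low-serum medium and 100% = 10% serum control; some compounds called inactive have numbers as strong as hits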
tim10-1 inh – inhibits growth of tim10-1 mutant yeast. 330,000 compounds, 2.2% hits. inhibition, % at 20 µM. S. cerevisiae tim10-1 ts strain growth, BacTiter-Glo, 24 h;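 active means inhibition of at least 40%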;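 further: mutant grown at 25 °C; 0% = DMSO wells with yeast and 100% = wells holding no yeast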
hIAP block – blocks human intestinal alkaline phosphatase. purified IAP, CDP-Star luminescence, 30 min. P09923. inhibition, % at 10 µM. 330,000 compounds, 0.12% hits;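 active means inhibition reaching a set limit with compound at 10 µM in the primary screen, cut at about 35% in these data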;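 further: plate controls were DMSO wells with enzyme for no effect and no-enzyme buffer wells for full effect; values of inactives mirror those of a sister screen read the other way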
Target sequence (P09923 whole entry, looked up): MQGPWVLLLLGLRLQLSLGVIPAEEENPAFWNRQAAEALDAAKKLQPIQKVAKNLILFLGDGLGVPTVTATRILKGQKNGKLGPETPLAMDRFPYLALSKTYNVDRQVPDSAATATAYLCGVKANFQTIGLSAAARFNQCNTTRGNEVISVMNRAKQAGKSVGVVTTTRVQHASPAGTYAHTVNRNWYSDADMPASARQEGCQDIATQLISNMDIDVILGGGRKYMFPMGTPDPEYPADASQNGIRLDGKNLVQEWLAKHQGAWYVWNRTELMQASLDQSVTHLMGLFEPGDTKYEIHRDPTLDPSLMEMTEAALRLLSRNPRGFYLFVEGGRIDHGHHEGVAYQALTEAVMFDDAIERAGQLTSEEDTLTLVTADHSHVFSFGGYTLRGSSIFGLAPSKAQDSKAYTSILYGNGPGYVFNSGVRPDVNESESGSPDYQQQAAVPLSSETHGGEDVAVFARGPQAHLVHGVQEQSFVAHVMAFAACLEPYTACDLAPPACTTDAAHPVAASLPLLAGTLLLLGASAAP
A3A deaminase – blocks human APOBEC3A ssDNA deamination; recombinant A3A, FAM/TAMRA ssDNA deamination fluorescence; P31941; 330,000 compounds, 0.41% hits; inhibition, % at 20 µM;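 active means at least 40% inhibition at 20 µM here, with at most 30% in a related deaminase screen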;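 further: plate controls were A3A with DMSO for no effect and wells lacking A3A enzyme for full effect; some results filed as inactive read as strong as hits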
Target sequence (P31941 whole entry, looked up): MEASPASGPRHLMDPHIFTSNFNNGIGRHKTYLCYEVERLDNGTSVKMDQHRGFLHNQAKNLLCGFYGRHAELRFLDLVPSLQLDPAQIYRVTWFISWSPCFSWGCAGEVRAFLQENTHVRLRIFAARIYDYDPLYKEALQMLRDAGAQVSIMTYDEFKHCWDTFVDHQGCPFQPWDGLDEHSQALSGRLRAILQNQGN
mIAP block – mouse IAP inhibition; purified mouse IAP, CDP-Star luminescence, 30 min; inhibition, % at 10 µM; 330,000 compounds, 0.2% hits; AID 2806;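 active means inhibition of at least 40% at 10 µM in the primary screen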;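 further: plate controls were DMSO with enzyme for no effect and no enzyme wells for full effect; values of inactives mirror those of a sister screen read the other way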
APOBEC3G inh – blocks human APOBEC3G single-stranded DNA deamination; 330,000 compounds, 0.28% hits; inhibition, % at 20 µM; recombinant A3G, ssDNA deamination FAM/TAMRA fluorescence; AID 493012;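 active means inhibition of at least 40% at 20 µM, with no more than 30% in the related APOBEC3A deaminase screen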;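 further: plate controls were DMSO wells with A3G for no effect and wells lacking A3G enzyme for full effect; some compounds called inactive have numbers as strong as hits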
Target sequence (Q9HC16 whole entry, looked up): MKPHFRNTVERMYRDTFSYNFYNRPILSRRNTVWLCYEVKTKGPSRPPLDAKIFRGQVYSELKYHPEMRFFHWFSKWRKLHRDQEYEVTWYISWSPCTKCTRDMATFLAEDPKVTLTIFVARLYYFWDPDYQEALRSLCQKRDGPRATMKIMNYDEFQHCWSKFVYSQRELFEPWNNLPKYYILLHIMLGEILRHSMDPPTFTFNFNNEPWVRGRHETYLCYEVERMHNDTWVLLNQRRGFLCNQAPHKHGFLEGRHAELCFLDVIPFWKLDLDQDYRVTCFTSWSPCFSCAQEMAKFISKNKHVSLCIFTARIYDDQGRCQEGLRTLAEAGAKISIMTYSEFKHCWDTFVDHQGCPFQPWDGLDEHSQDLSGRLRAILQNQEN
mIAP act – mouse IAP activation; muIAP, CDP-Star luminescence, 30 min; stronger effect = higher value; 1 = vehicle-only enzyme signal, 0 = enzyme-free wells; activation factor at 10 µM; 330,000 compounds, 0.24% hits;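 active means activation factor of at least 2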; further: the source names both 10 and 20 µM as test concentration; values of inactives mirror those of a sister screen read the other way
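Assay system: mouse IAP enzyme; reagent: chemiluminescent substrate CDP-Star; dosing: test compounds delivered from DMSO solution; schedule: 30 min at room temperature; measured by: luminescence from enzymatic CDP-Star hydrolysis; controls: DMSO-only wells and no-enzyme negative control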
NLRP3 yeast inh – NALP3 inhibition in yeast. Yeast reconstituted NLRP3/ASC/caspase-1, beta-gal luminescence, 24 h. inhibition, % at 10 µM. 330,000 compounds, 0.39% hits;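 active means inhibition of 50% or more; inactive means inhibition below 50%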;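 further: plate controls were induced DMSO wells for no effect and uninduced yeast grown without galactose for full effect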
TIM10 inh – inhibits growth of TIM10 yeast strain. S. cerevisiae TIM10 strain growth, BacTiter-Glo luminescence, 24 h. inhibition, % at 10 µM. 330,000 compounds, 1.4% hits. AID 463195;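 active means inhibition of 40% or more at the single tested concentration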;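 further: wild-type TIM10 isogenic control strain grown at permissive 25 °C; 0% = DMSO yeast wells and 100% = minimal medium wells without yeast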
* marks the source's active call; other numbers are inactive results; · = no result given.

(1) CC1(C)Cc2c(sc3ncn4nc(-c5ccco5)nc4c23)CO1
(2) O=C(COC(=O)c1ccc2c(c1)C(=O)N(Cc1ccco1)C2=O)NCC(F)(F)F
(3) O=C(NCCS(=O)(=O)N1CCN(c2ccccc2F)CC1)c1ccc(Br)cc1
(4) CN1CCN(C(=O)c2cnn(-c3ccccc3)c2NC(=O)c2ccc(Br)cc2)CC1
(5) C[C@@H]1CN([C@H](C)CO)C(=O)c2cc(NS(=O)(=O)c3ccc(F)cc3)ccc2O[C@@H]1CN(C)Cc1ccc(Cl)c(Cl)c1
Compound	1	2	3	4	5
beta cell repl	2	0	0	-3	-5
tim10-1 inh	6	10	-6	-5	5
hIAP block	14	-9	13	-32	-24
A3A deaminase	-4	-1	-1	-5	-3
mIAP block	4	5	5	0	-5
APOBEC3G inh	-8	-6	0	-8	-6
mIAP act	0.96	0.95	0.95	1	1.1
NLRP3 yeast inh	-10	12	26	5	-12
TIM10 inh	1	-15	-3	-2	3

(6) O=C(Cn1c(C(=O)O)cc2ccccc21)c1ccccc1
(7) OCCN1CCN(c2nc(-c3ccccc3)nc3c2oc2ccccc23)CC1
(8) O=C(CCC(=O)Nc1ccc(Br)cc1)N/N=C/c1cc([N+](=O)[O-])ccc1O
(9) COCCCN(C(=O)c1cc2c(s1)CCCCC2)c1c(N)n(Cc2ccccc2)c(=O)[nH]c1=O
(10) O=C(Nc1cccc(S(=O)(=O)N2CCCCCC2)c1)c1cncc(Br)c1
Compound	6	7	8	9	10
beta cell repl	0	-6	-3	-1	0
tim10-1 inh	9	23	-11	10	20
hIAP block	15	-7	-22	-6	-2
A3A deaminase	-5	-2	-2	0	-3
mIAP block	0	-5	25	5	10
APOBEC3G inh	-8	0	0	-11	-6
mIAP act	1	1	0.75	0.95	0.9
NLRP3 yeast inh	19	-3	13	25	15
TIM10 inh	-7	34	0	-3	10

(11) CC(c1ccco1)N(C(=O)c1ccc(S(=O)(=O)N2CCCCC2)cc1)c1ccccn1 (stereo not drawn)
(12) CNC(=O)c1sc(SC)cc1-c1ccc(Cl)cc1
(13) CN(CC(=O)NNC(=O)c1cccnc1)S(=O)(=O)c1cc(Cl)ccc1Cl
(14) Cc1ccc(C2(C(F)(F)F)NC(=O)N3CCCN=C3S2)cc1 (stereo not drawn)
(15) CCC1CCCN1Cn1cnc2c([nH]c3ccccc32)c1=O (stereo not drawn)
Compound	11	12	13	14	15
beta cell repl	-3	2	3	1	-1
tim10-1 inh	17	19	9	13	-11
hIAP block	-3	-7	-29	4	6
A3A deaminase	2	-5	-3	-2	-1
mIAP block	-3	2	3	5	-3
APOBEC3G inh	2	-9	-7	-4	-5
mIAP act	1	0.98	0.97	0.95	1
NLRP3 yeast inh	5	36	11	21	6
TIM10 inh	28	-15	15	4	-3

(16) COc1ccc2c(c1)c(C(C)=O)c(C)n2-c1ccccc1
(17) O=C(CN1CCN(Cc2ccccc2Cl)CC1)N/N=C/c1ccccn1
(18) O=C(CSC(=S)N1CCCC1)N(Cc1nnc(-c2ccccc2Cl)o1)C1CC1
(19) O=C1C2C3CCC(CC3)C2C(=O)N1c1ccccc1 (stereo not drawn)
(20) CCOc1ccc(NC(=O)c2ccco2)cc1
Compound	16	17	18	19	20
beta cell repl	2	-3	-2	4	-5
tim10-1 inh	26	-6	11	14	2
hIAP block	-3	-8	15	-4	11
A3A deaminase	1	3	-5	-2	1
mIAP block	-10	2	-1	-4	8
APOBEC3G inh	-1	0	-5	7	-8
mIAP act	1.1	0.98	1	1	0.92
NLRP3 yeast inh	24	-5	29	9	17
TIM10 inh	7	6	3	-4	0

(21) C[C@@H](C(=O)NCCCCCC(=O)O)n1nnc2ccccc2c1=O
(22) CN1CCN(c2nc(-c3cccs3)cc(C(F)(F)F)n2)CC1
(23) CC(=O)NC1=NC(=O)/C(=C/c2cc(C)n(-c3cccc(C(=O)O)c3)c2C)S1
(24) COC(=O)c1ccccc1NC(=O)CSc1nc(-c2ccco2)cc(C(F)(F)F)n1
(25) CC(C)NC(=O)NC(=O)COC(=O)c1c2c(nc3ccccc13)CCC2
Compound	21	22	23	24	25
beta cell repl	-4	-4	-2	-4	-5
tim10-1 inh	-7	17	2	0	31
hIAP block	-2	14	8	14	4
A3A deaminase	3	-3	79	-3	6
mIAP block	6	9	22	8	4
APOBEC3G inh	-1	-4	32	-9	0
mIAP act	0.94	0.91	0.78	0.92	0.96
NLRP3 yeast inh	14	-12	-12	33	8
TIM10 inh	4	14	7	8	16

(26) Cc1nc2scc(-c3cccs3)c2c(=O)n1N
(27) COc1cccc(C2Nc3c(F)cc(Br)cc3C3C=CCC32)c1OC (stereo not drawn)
(28) COc1ccc(/C=C(/NC(=O)c2ccco2)C(=O)NCc2ccco2)cc1OC
(29) O=C(NCc1ccc2c(c1)OCO2)C1CC(=O)N(CCc2ccc(F)cc2)C1 (stereo not drawn)
(30) C[C@@H]1CN(Cc2nc(-c3cnccn3)no2)C[C@H](C)O1
Compound	26	27	28	29	30
beta cell repl	0	0	-1	-1	0
tim10-1 inh	-7	10	-7	2	7
hIAP block	-11	-6	-13	0	3
A3A deaminase	1	1	-2	-4	-1
mIAP block	19	8	-3	2	-3
APOBEC3G inh	43*	2	-7	-13	-10
mIAP act	0.81	0.92	1	0.98	1
NLRP3 yeast inh	22	7	-4	14	0
TIM10 inh	-11	9	4	10	-1

Screen by screen, as entered above:
TIM10 inh for nos. 26–30 → -11, 9, 4, 10, -1
A3A deaminase for nos. 26–30 → 1, 1, -2, -4, -1
hIAP block for nos. 26–30 → -11, -6, -13, 0, 3

(more compounds)
(31) Cc1csc(=O)n1CC(=O)OCC(=O)NCc1ccc(Cl)cc1Cl
(32) NS(=O)(=O)c1cccc(NC(=O)COC(=O)Cc2ccc(S(=O)(=O)N3CCCCC3)s2)c1
(33) CC(C)Cn1c(=O)c2sccc2n2c(CCCC(=O)N3CCC(N4CCCCC4)CC3)nnc12
(34) O=S1(=O)[C@H]2C[C@H](CO)O[C@@]2(CO)CN1Cc1ccc(-c2cccc(Cl)c2)cc1
(35) CCOC(=O)Cn1c(=O)c2c(nc(N3CCCCC3)n2C)n(C)c1=O
Compound	31	32	33	34	35
beta cell repl	1	-1	-2	·	-2
tim10-1 inh	5	-25	6	20	12
hIAP block	-5	0	13	·	-5
A3A deaminase	0	-3	2	2	0
mIAP block	2	4	1	3	-14
APOBEC3G inh	-4	-4	-2	0	0
mIAP act	0.98	0.96	0.99	0.97	1.1
NLRP3 yeast inh	4	0	8	·	18
TIM10 inh	-1	-5	-14	5	1

Rewritten field by field: entries from further up
34. O=S1(=O)[C@H]2C[C@H](CO)O[C@@]2(CO)CN1Cc1ccc(-c2cccc(Cl)c2)cc1
  beta cell repl: · | tim10-1 inh: 20 | hIAP block: · | A3A deaminase: 2 | mIAP block: 3 | APOBEC3G inh: 0 | mIAP act: 0.97 | NLRP3 yeast inh: · | TIM10 inh: 5
35. CCOC(=O)Cn1c(=O)c2c(nc(N3CCCCC3)n2C)n(C)c1=O
  beta cell repl: -2 | tim10-1 inh: 12 | hIAP block: -5 | A3A deaminase: 0 | mIAP block: -14 | APOBEC3G inh: 0 | mIAP act: 1.1 | NLRP3 yeast inh: 18 | TIM10 inh: 1

(cont.)
(36) COc1ccc(C(=O)Nc2ccc(NC(=O)C3CC3)nc2)cc1
(37) CNC(=O)C(Sc1ccccc1)c1ccccc1 (stereo not drawn)
(38) CCCn1nnc2c(=O)oc3ccccc3c21
(39) CCc1nnc(NC(=O)C2CCN(c3cnccn3)CC2)s1
(40) Cc1ccc2c(c1)-c1c(ssc1=S)C(C)(C)N2C(=O)CN1C(=O)c2ccccc2C1=O
Compound	36	37	38	39	40
beta cell repl	1	-2	0	-1	-2
tim10-1 inh	-48	12	12	5	22
hIAP block	5	7	-5	0	-3
A3A deaminase	0	-1	4	-3	-1
mIAP block	7	7	1	6	9
APOBEC3G inh	-5	-4	0	-5	0
mIAP act	0.93	0.93	0.99	0.94	0.91
NLRP3 yeast inh	-2	13	13	2	26
TIM10 inh	14	3	3	-2	24

(41) CCC(C)NC(=O)C1c2ccccc2C(=O)N(c2ccc(OC)cc2)C1c1ccc(OC)cc1 (stereo not drawn)
(42) CC1Cc2ccccc2N1C(=O)COC(=O)/C=C/c1ccc(F)cc1 (stereo not drawn)
(43) COc1ccc(N2C(=O)C3CCCN3C2c2cccc(F)c2)cc1Cl (stereo not drawn)
(44) COc1ccc(C(=O)Nc2nc(CC(=O)NCCc3ccccc3)cs2)cc1
(45) Cc1ccc(C(OC(=O)c2ccco2)C(=O)NC2CCCC2)cc1 (stereo not drawn)
Compound	41	42	43	44	45
beta cell repl	1	-4	2	-5	-2
tim10-1 inh	11	9	15	18	29
hIAP block	7	-3	-4	4	4
A3A deaminase	11	2	-1	-3	-2
mIAP block	4	-1	-4	-1	-3
APOBEC3G inh	1	1	-1	-5	2
mIAP act	0.96	1	1	1	1
NLRP3 yeast inh	6	3	-6	13	6
TIM10 inh	18	12	-18	-7	7

(46) Brc1ccc(-c2ccc(/C=N/Nc3nc4ccccc4[nH]3)o2)cc1
(47) COc1ccc(-c2nonc2NC(=O)c2oc3ccccc3c2C)cc1OC
(48) COCCNC(=O)Cn1cnc([N+](=O)[O-])n1
(49) CCOC(=O)/C=C1\SCC(=O)N1Cc1nnc(-c2ccccc2Br)o1
(50) Cn1c(=O)c2c(ncn2CC(=O)N2CCN(c3ccc(F)cc3)CC2)n(C)c1=O
Compound	46	47	48	49	50
beta cell repl	-6	-1	2	-2	-1
tim10-1 inh	16	5	3	7	2
hIAP block	-13	-22	3	-7	0
A3A deaminase	3	-9	2	-3	0
mIAP block	4	-5	4	18	32
APOBEC3G inh	0	-8	0	-8	-2
mIAP act	0.96	1	0.96	0.82	0.68
NLRP3 yeast inh	9	1	19	11	-9
TIM10 inh	-27	6	3	-1	0

Compounds from the list above with an NH in an aromatic ring (3):
(9) COCCCN(C(=O)c1cc2c(s1)CCCCC2)c1c(N)n(Cc2ccccc2)c(=O)[nH]c1=O
(15) CCC1CCCN1Cn1cnc2c([nH]c3ccccc32)c1=O (stereo not drawn)
(46) Brc1ccc(-c2ccc(/C=N/Nc3nc4ccccc4[nH]3)o2)cc1
Compound	9	15	46
beta cell repl	-1	-1	-6
tim10-1 inh	10	-11	16
hIAP block	-6	6	-13
A3A deaminase	0	-1	3
mIAP block	5	-3	4
APOBEC3G inh	-11	-5	0
mIAP act	0.95	1	0.96
NLRP3 yeast inh	25	6	9
TIM10 inh	-3	-3	-27

Continuation:
(51) CCOc1ccc(N2C(=O)CC(N(CCc3ccccc3)C(=O)/C=C/C(=O)O)C2=O)cc1 (stereo not drawn)
(52) Cc1ccc2cc(CN(CC3CCCO3)C(=O)C(C)C)c(=O)[nH]c2c1 (stereo not drawn)
(53) O=C(N/N=C/c1cc(Cl)cc([N+](=O)[O-])c1O)c1cccc(S(=O)(=O)N2CCOCC2)c1
(54) COc1c(C(=O)Nc2nccs2)ccc2ccccc12
(55) CCOC(=O)C1CCN(C(=O)C2(NC(=O)Nc3cccc(F)c3)CCCCC2)CC1
(56) CC(C)(C)c1cc[n+](C2=C([O-])c3ccccc3C(=O)/C2=N\S(=O)(=O)c2cccs2)cc1
Compound	51	52	53	54	55	56
beta cell repl	3	-1	-4	0	2	-4
tim10-1 inh	9	6	27	18	5	-8
hIAP block	10	4	-31	18	-35	2
A3A deaminase	0	0	-1	-3	-4	-3
mIAP block	4	1	28	3	-58	4
APOBEC3G inh	-1	-3	-9	-4	-7	-9
mIAP act	0.96	0.99	0.72	0.97	1.6	0.96
NLRP3 yeast inh	19	8	23	10	-7	18
TIM10 inh	2	5	21	8	-17	10

From PubChem
